Screens: PubChem, National Center for Advancing Translational Sciences (NCATS)
D2 ag: agonists of human D2 dopamine receptor | P14416 | HEK293 T-REx D2 cells, calcium flux agonist mode | activation, % at 2 µM | actives 0.53% (n = 340,000) | AID 485358;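 active = activation over 3 SD above normal in the single-dose calcium agonist read, cut at about 30% in these data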; note: 0% is about no effect
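Agonism scored from kinetic calcium signal (1 read/sec, 180 s) following compound pin transfer, after a 10 s baseline. Cells: HEK293 Trex line expressing inducible D2 receptor coupled to calcium, dye-loaded after overnight culture at 30 C.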
D2 antagonist: D2 dopamine receptor (human) antagonism; inhibition, % at 10 µM; actives 2% (n = 340,000); P14416; HEK293 TREx D2 cells, calcium flux, dopamine EC80; in the data active = inhibition above about 30%; note: 0% is about no effect
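In this primary screen, negative modulation is detected by tracking calcium flux after an EC80 dopamine challenge in inducible HEK293 T-REx D2 cells preexposed to test compound for 180 s.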
RXFP1 antag: blocks the human relaxin receptor RXFP1. activity change, negative = inhibition, % at 57.5 µM. HEK293-RXFP1, relaxin-stimulated cAMP HTRF, 30 min; hits give low values. AID 1259400. actives 0.59% (n = 350,000);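 active = activity change of -60% or lower, but not beyond a set lower limit; inconclusive = change between -60% and -40%, or beyond the set limit; inactive = change above -40%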; note: % is set by controls: 0 for no effect and ±100 for the full control effect
Target sequence (Q9HBX9 whole entry, looked up): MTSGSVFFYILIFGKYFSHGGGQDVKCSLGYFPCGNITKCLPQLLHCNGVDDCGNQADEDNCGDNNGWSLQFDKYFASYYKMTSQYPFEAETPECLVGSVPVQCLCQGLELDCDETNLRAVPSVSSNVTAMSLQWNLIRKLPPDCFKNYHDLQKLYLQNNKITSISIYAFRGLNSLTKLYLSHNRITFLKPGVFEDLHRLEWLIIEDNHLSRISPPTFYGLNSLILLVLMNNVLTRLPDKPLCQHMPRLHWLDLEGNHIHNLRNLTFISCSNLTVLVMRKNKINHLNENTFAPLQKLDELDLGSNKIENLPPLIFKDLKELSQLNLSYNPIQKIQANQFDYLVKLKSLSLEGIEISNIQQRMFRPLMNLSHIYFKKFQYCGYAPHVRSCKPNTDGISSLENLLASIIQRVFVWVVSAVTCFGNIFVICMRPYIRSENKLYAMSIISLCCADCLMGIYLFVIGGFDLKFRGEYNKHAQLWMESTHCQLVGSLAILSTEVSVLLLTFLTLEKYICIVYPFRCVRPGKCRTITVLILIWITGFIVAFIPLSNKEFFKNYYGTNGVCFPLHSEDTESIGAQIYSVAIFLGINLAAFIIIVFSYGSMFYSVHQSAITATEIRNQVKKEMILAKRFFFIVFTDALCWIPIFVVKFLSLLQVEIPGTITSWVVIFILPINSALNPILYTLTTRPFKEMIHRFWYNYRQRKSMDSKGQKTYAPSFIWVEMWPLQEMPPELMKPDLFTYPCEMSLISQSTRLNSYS
D2 potentiator: positive allosteric modulators of human D2 dopamine receptor. HEK293 T-REx D2, calcium flux, EC20 dopamine potentiation. AID 485347. P14416. potentiation, % at 10 µM. actives 0.34% (n = 340,000);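 active = potentiation over 3 SD above the plate norm, cut at about 30% in these data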; note: 0% is about no effect
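Tetracycline-induced HEK293 T-REx cells force-coupled to calcium signalling expressed D2; compounds were pin-added after a 10 s baseline, read kinetically 180 s, then an EC20 dopamine challenge followed with a further 180 s calcium read.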
TRHR agonist: activates the human TRH receptor; P34981; TRHR cells, calcium flux fluo-8, FDSS agonist mode; activation, % at 2 µM; actives 0.18% (n = 360,000); AID 493084; note: 0% is about no effect
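TRHR-expressing cells loaded with fluo-8 calcium dye; 23 nL library compound pin-transferred, kinetic FDSS fluorescence (Ex 480/Em 530) recorded about 180 s for agonist-induced calcium release, before a 10 nM TRH EC20 addition for potentiator mode.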
D1 agonist: agonists of human D1 dopamine receptor; HEK293 T-REx D1 cells, calcium flux, agonist mode; activation, % at 2 µM; actives 1% (n = 360,000); note: 0% is about no effect
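Agonism was scored from calcium flux recorded over 180 s (1 read/s) after pintool compound addition, following a 10-cycle baseline. Cells were inducible force-coupled HEK293 TREx D1, plated overnight at 30 C and loaded with no-wash calcium dye.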
D1 antag: antagonists of human D1 dopamine receptor. P21728. HEK293 TREx D1 cells, calcium flux, dopamine EC80; hits give low values. activity change, negative = inhibition, % at 10 µM. actives 3.2% (n = 360,000). AID 504652; in the data active = activity change below about -30%; note: % is set by controls: 0 for no effect and ±100 for the full control effect
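Antagonism measured as reduced calcium response to an EC80 dopamine addition following 180 s compound pre-read; cells were inducible HEK293 Trex D1 plated overnight at 30 C, read kinetically at 1 cycle/sec.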
TRHR enhancer: TRH receptor (human) allosteric enhancement; TRHR cells, fluo-8 calcium fluorescence, EC20 TRH enhancement; AID 493056; P34981; enhancement, % at 2 µM; actives 0.66% (n = 360,000); in the data active = enhancement above about 30%; note: 0% is about no effect
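Enhancer read-out: after compound pinning and an initial kinetic agonist-mode read, an EC20 of TRH (10 nM final) was injected and fluo-8 calcium signal (Ex 480/Em 530) followed at 1 s/cycle for 100 cycles in TRHR-expressing cells.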
D1 PAM: enhances dopamine response at the human D1 receptor; HEK293 TREx D1 cells, calcium flux, dopamine EC20 potentiation; potentiation, % at 10 µM; actives 0.036% (n = 360,000); AID 504651; in the data active = potentiation above about 30%; note: 0% is about no effect
* = called active by the depositor; & = joins results of further samples. Cut-off read from the data, not from the text of the source, unless noted: active = activation above about 30%; inactive = the rest.

For O=C(NCc1ccc(F)cc1)c1ccc(NC(=O)N2CC3CCCN3c3ccccc32)cc1 (stereo not drawn) the results were D2 ag -1.3, RXFP1 antag -2, D2 potentiator 10, TRHR agonist -1.3, D1 agonist -1, D1 antag 3, TRHR enhancer 3 and D1 PAM -3.
Screening CC(NC(=O)/C(=C\c1ccco1)NC(=O)c1ccccc1Br)C(=O)O (stereo not drawn) returned D2 ag 0.4, D2 antagonist -8, RXFP1 antag 8, D2 potentiator 17, TRHR agonist 0.6, D1 agonist 1, D1 antag -6, TRHR enhancer -2 and D1 PAM 0.
Cc1cccc(C)c1NC(=O)CSc1nnc(-c2ccoc2C)n1CCc1ccccc1 was read as D2 ag -0.4, D2 antagonist 6, RXFP1 antag -6, D2 potentiator -10, TRHR agonist -1.0, D1 agonist -1, D1 antag 9, TRHR enhancer -14 and D1 PAM 1.
COc1ccc(C(C(=O)NC2CCCCC2)N(C(=O)Cc2c[nH]c3ccccc23)c2ccc(NC(C)=O)cc2)cc1OC (stereo not drawn) was read as D2 ag -0.1, D2 antagonist 1, RXFP1 antag -11, D2 potentiator 3, TRHR agonist 0.1, D1 agonist 2, D1 antag 3, TRHR enhancer 2 and D1 PAM 1.
For Cc1cc(C)nc(SCc2ccc(C(=O)N/N=C/c3ccccn3)cc2)n1 the results were D2 ag -0.4, D2 antagonist 12, RXFP1 antag -5, D2 potentiator 0, TRHR agonist -1.2, D1 agonist 1, D1 antag -10, TRHR enhancer -2 and D1 PAM 6.
`CSc1ncc2c(=O)[nH]c(-c3ccccc3)nc2n1` gave D2 ag 0.7, D2 antagonist 10, RXFP1 antag -3, D2 potentiator 11, TRHR agonist 0.3, D1 agonist 2, D1 antag -1, TRHR enhancer 0 and D1 PAM -6.
Cc1ccc(-c2cc(C(=O)Oc3ccccc3Cl)no2)cc1C was read as D2 ag 2.2, RXFP1 antag -12, D2 potentiator 3, TRHR agonist 2.0, D1 agonist 14, D1 antag 12, TRHR enhancer -1 and D1 PAM 1.
Screening Brc1ccc(-c2nnc3sc(CN4CCN(c5ccccc5)CC4)cn23)cc1 returned D2 ag -0.1, D2 antagonist -15, RXFP1 antag -10, D2 potentiator 13, TRHR agonist 0.5, D1 agonist -1, D1 antag 3, TRHR enhancer 7 and D1 PAM -5.
COc1ccc(N2CCN(Cc3nc4ccccc4n3C)CC2)cc1 was read as D2 ag -0.5, D2 antagonist -16, RXFP1 antag -3, D2 potentiator -9, TRHR agonist -0.8, D1 agonist -1, D1 antag 8, TRHR enhancer 7 and D1 PAM -3.
Screening Cc1cc(F)ccc1S(=O)(=O)NCC(c1ccc2c(c1)OCO2)N1CCOCC1 (stereo not drawn) returned D2 ag 0.0, D2 antagonist 15, RXFP1 antag 4, D2 potentiator -1, TRHR agonist -0.3, D1 agonist 4, D1 antag 6, TRHR enhancer 2 and D1 PAM -5.
O=C(C[n+]1ccccc1)N/N=C/c1cc(Br)cc(Br)c1O was read as D2 ag 2.1, D2 antagonist 32*, RXFP1 antag inconclusive, D2 potentiator -32, TRHR agonist -1.1, D1 agonist 4, D1 antag -2, TRHR enhancer -2 and D1 PAM -1.
CN1CCN(Cc2nc(Cc3cccc(F)c3)no2)CC1c1ccccc1 (stereo not drawn) was read as D2 ag -0.4, D2 antagonist -19, RXFP1 antag -6, D2 potentiator 7, TRHR agonist 0.0, D1 agonist 4, D1 antag -12, TRHR enhancer -1 and D1 PAM -3.
`COc1ccc(C2CC(=O)C(C(c3ccc(O)cc3)C3C(=O)CC(c4ccc(OC)cc4)CC3=O)C(=O)C2)cc1` (stereo not drawn) gave D2 ag -0.9, D2 antagonist -26, D2 potentiator -1, TRHR agonist 0.3, D1 agonist 4, D1 antag 2, TRHR enhancer 6 and D1 PAM -2.
`Cc1ccc(C(=O)Nc2c[nH]c(=O)[nH]c2=O)cc1` gave D2 ag 0.4, D2 antagonist 8, RXFP1 antag -12, D2 potentiator 2, TRHR agonist 0.3, D1 agonist 2, D1 antag -12, TRHR enhancer -4 and D1 PAM -1.
For COc1ccc(N2CCN(S(=O)(=O)CCNC(=O)/C=C/c3ccccc3)CC2)cc1 the results were D2 ag 0.3, D2 antagonist -16, RXFP1 antag -3, D2 potentiator -4, TRHR agonist 0.2, D1 agonist 2, D1 antag 19, TRHR enhancer -7 and D1 PAM -9.
Cc1c(-c2ccccc2Cl)nc2ccccc2c1C(=O)O was read as D2 ag 0.5, D2 antagonist 18, RXFP1 antag 8, D2 potentiator 13, TRHR agonist 1.1, D1 agonist 4, D1 antag 12, TRHR enhancer -4 and D1 PAM 7.
For CN(CC(=O)Nc1ccccc1Cl)CC(=O)c1c(N)n(Cc2ccccc2)c(=O)n(C)c1=O the results were D2 ag -0.6, D2 antagonist -31, RXFP1 antag 5, D2 potentiator -9, TRHR agonist 0.0, D1 agonist 2, D1 antag -32*, TRHR enhancer 4 and D1 PAM 9.
Screening Cc1ccc(S(=O)(=O)N(C)C)cc1NC(=O)c1n[nH]c(=O)c2ccccc12 returned D2 ag 1.5, D2 antagonist 10, RXFP1 antag 4, D2 potentiator -3, TRHR agonist 0.1, D1 agonist 1, D1 antag 7, TRHR enhancer 6 and D1 PAM -4.
O=[N+]([O-])c1cc(S(=O)(=O)N2CCOCC2)ccc1N1CCNCC1 was read as D2 ag 2.2, D2 antagonist 0, RXFP1 antag -3, D2 potentiator 5, TRHR agonist -0.2, D1 agonist 1, D1 antag -10, TRHR enhancer -2 and D1 PAM -8.
Screening COc1ccc(C(=O)NCc2ccc3c(c2)OCO3)cc1S(=O)(=O)NCc1ccc(Cl)cc1 returned D2 ag 1.4, D2 antagonist 11, RXFP1 antag -13, D2 potentiator 4, TRHR agonist 0.5, D1 agonist 3, D1 antag 0, TRHR enhancer -9 and D1 PAM -6.

Molecules from the list above containing a furan ring, fused or not, in the order listed:
Screening CC(NC(=O)/C(=C\c1ccco1)NC(=O)c1ccccc1Br)C(=O)O (stereo not drawn) returned D2 ag 0.4, D2 antagonist -8, RXFP1 antag 8, D2 potentiator 17, TRHR agonist 0.6, D1 agonist 1, D1 antag -6, TRHR enhancer -2 and D1 PAM 0.
Cc1cccc(C)c1NC(=O)CSc1nnc(-c2ccoc2C)n1CCc1ccccc1 was read as D2 ag -0.4, D2 antagonist 6, RXFP1 antag -6, D2 potentiator -10, TRHR agonist -1.0, D1 agonist -1, D1 antag 9, TRHR enhancer -14 and D1 PAM 1.

The list goes on.
Screening Cc1ccc(NC(=S)N2CCCN(Cc3ccc(F)cc3)C2)c(C)c1 returned D2 ag 0.4, D2 antagonist -8, RXFP1 antag -5, TRHR agonist 0.4, D1 agonist 2, D1 antag -9, TRHR enhancer -1 and D1 PAM -1.
`Cc1oc2c(cc(NS(=O)(=O)c3ccc(C(C)C)cc3)c3ccccc32)c1C(=O)O` gave D2 ag -0.5&-0.3, D2 antagonist 11, RXFP1 antag -9&-28, D2 potentiator -8&-7, TRHR agonist 0.1&0.7, D1 agonist 1&-1, D1 antag -2&-2, TRHR enhancer 3&-8 and D1 PAM -4&-5.
`CN(C)CCCNc1ncc(C(F)(F)F)cc1Cl` gave D2 ag 0.3, D2 antagonist -14, RXFP1 antag -10, D2 potentiator 7, TRHR agonist -0.2, D1 agonist 1, D1 antag 12, TRHR enhancer 13 and D1 PAM 0.
For CC(=O)C1=C(O)C(=O)N(CO)C1c1ccccc1F (stereo not drawn) the results were D2 ag 0.2, D2 antagonist -4, RXFP1 antag 1, D2 potentiator 7, TRHR agonist 0.4, D1 agonist 2, D1 antag -1, TRHR enhancer 12 and D1 PAM 1.
Screening COc1cc(NC(=O)C/C(C)=N/NC(=O)c2cccs2)c(OC)cc1Cl returned D2 ag 1.4, D2 antagonist 12, RXFP1 antag inconclusive, D2 potentiator -2, TRHR agonist -1.0, D1 agonist 0, D1 antag -9, TRHR enhancer 15 and D1 PAM -2.
For COc1ccccc1NC(=O)c1cnc(SCC(=O)NCC2CCCO2)n(C)c1=O (stereo not drawn) the results were D2 ag 3.8, D2 antagonist 3, RXFP1 antag 3, D2 potentiator 2, TRHR agonist 0.8, D1 agonist 5, D1 antag 13, TRHR enhancer 4 and D1 PAM -5.
Screening CSCc1c(C(=O)NC2CCCc3ccccc32)oc2ccccc12 (stereo not drawn) returned D2 ag 0.2, D2 antagonist 4, RXFP1 antag -3, D2 potentiator 5, TRHR agonist -0.1, D1 agonist 3, D1 antag 5, TRHR enhancer 4 and D1 PAM 4.
For COc1ccc(CCN2CC(C(=O)NCCc3ccc(F)cc3)CCC2=O)cc1 (stereo not drawn) the results were D2 ag 0.2, D2 antagonist -2, RXFP1 antag 24, D2 potentiator 7, TRHR agonist -0.4, D1 agonist 0, D1 antag -5, TRHR enhancer -2 and D1 PAM -10.
Screening O=C(CSc1nnc(-c2ccc3c(c2)OCO3)o1)Oc1ccccc1 returned RXFP1 antag -7, D2 potentiator 4, TRHR agonist 0.0, D1 agonist 0, D1 antag 13, TRHR enhancer 3 and D1 PAM -1.
c1ccc2c(Nc3nc(-c4ccncc4)nc4ccccc34)cccc2c1 was read as D2 ag 0.7, D2 antagonist 2, RXFP1 antag -32, D2 potentiator 7, TRHR agonist 0.7, D1 agonist 2, D1 antag -1, TRHR enhancer -2 and D1 PAM -1.
For Cc1ccc(CCNC(=O)c2cn(C)c3ccc(S(=O)(=O)N4CCC(C)CC4)cc3c2=O)cc1 the results were D2 ag 0.4, RXFP1 antag -4, D2 potentiator 8, TRHR agonist -0.1, D1 agonist -2, D1 antag 0, TRHR enhancer -10 and D1 PAM 5.
CN1C/C(=C\c2ccc(N3CCOCC3)cc2)C(=O)/C(=C/c2ccc(N3CCOCC3)cc2)C1 was read as D2 ag 25, D2 antagonist 0, RXFP1 antag -10, D2 potentiator 6, TRHR agonist 21, D1 agonist 46*, D1 antag 8, TRHR enhancer -6 and D1 PAM -4.
For Cc1ccc(NC(=O)COC(=O)C2CC(=O)N(Cc3ccccc3)C2)cc1F (stereo not drawn) the results were D2 ag -0.1, D2 antagonist 12, RXFP1 antag -10, D2 potentiator -8, TRHR agonist -0.5, D1 agonist -1, D1 antag -1, TRHR enhancer -3 and D1 PAM 2.
`CCC(C)[C@H](NC(=O)NCc1ccc(S(N)(=O)=O)cc1)C(=O)OC` (stereo partly drawn) gave D2 ag 0.2, D2 antagonist -7, RXFP1 antag 5, TRHR agonist 0.3, D1 agonist 2, D1 antag 6, TRHR enhancer 17 and D1 PAM -4.
For CCCCNC(=O)[C@H](CSCc1ccccc1)N1Cc2ccccc2C1=O the results were D2 ag 1.3, D2 antagonist 7, D2 potentiator -2, TRHR agonist 1.4, D1 agonist 2, D1 antag 10, TRHR enhancer -5 and D1 PAM -1.
